# HIV peptide binding = inhibitors of HIV fusion peptide binding, primary screen, biochemical, uHTS, fluorescence dequenching (AID 1986). inhibition, % at 20 µM; hits with a dose series show IC50 in µM. cell-free peptide binding, fluorescence dequenching, 30 min; higher % means a stronger effect. 290,000 compounds, 0.3% hits; in the data active means inhibition mostly above about 52%, no sharp cut-off; inactive means mostly below about 76%; further: some results filed as inactive read as strong as hits
# SV40 large T antigen = SV40 large T antigen inhibitors, biochemical (AID 1903); SV40 large T antigen ATPase/helicase inhibition assay; higher % means a stronger effect; inhibition, % at 20 µM; hits with a dose series show IC50 in µM; 310,000 compounds, 0.39% hits; in the data active means a potency from the dose series; further: strong numbers were not always called active
# MgcRacGAP inhibition = MgcRacGAP GTPase-activating activity inhibitors, confirmation, biochemical, ADP Hunter fluorescence | inhibition, % at 30 µM, or IC50 in µM where a hit was titrated | AID 624330, 2012 | Rac GTPase-activating protein 1 (Homo sapiens) | MgcRacGAP-stimulated Rac1 GTP hydrolysis, ADP Hunter fluorescence; higher % means a stronger effect; GST-tagged Rac1 F28L mutant substrate | 340,000 compounds, 0.6% hits;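 active means first-screen hits whose inhibition reached a set limit at any dose in the follow-up dose series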;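 further: fluorescence reports GDP produced by GAP-driven GTP hydrolysis; strong numbers were not always called active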
# K1F lysis inhibition = inhibition of K1F phage lysis, E. coli UTI89, bacterial capsule biogenesis inhibitors, alamar blue (AID 488966); E. coli UTI89 K1F phage lysis, alamar blue, 2 h; higher % means a stronger effect; 340,000 compounds, 0.02% hits; inhibition, % at 100 µM, or IC50 in µM where a hit was titrated;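 active means phage lysis inhibition, versus mean bacterial control, above a set limit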;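 further: capsule biogenesis inhibitors block K1F phage lysis so surviving cells raise fluorescence; higher fluorescence means more inhibition of phage lysis; actives were called in the ten point dose series up to 300 µM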
# GPR35 antagonists = GPR35 antagonists blocking zaprinast-driven arrestin recruitment, primary screen, imaging, U2OS, beta-arrestin-GFP, zaprinast agonist (AID 2058) | G-protein coupled receptor 35 (Homo sapiens) | 290,000 compounds, 0.052% hits | U2OS GPR35 beta-arrestin-GFP translocation imaging, zaprinast antagonism; higher % means a stronger effect | one-dose inhibition, % at 10 µM; IC50 in µM for titrated hits;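 active means inhibition of at least 50% with at least 30 cells and total cytoplasm GFP at most 10,000,000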
# GPR55 antagonists = GPR55 antagonists blocking LPI-driven arrestin recruitment, primary screen, imaging, U2OS, beta-arrestin-GFP, LPI agonist (AID 2013) | 290,000 compounds, 0.13% hits | G-protein coupled receptor 55 (Homo sapiens) | U2OS GPR55 beta-arrestin-GFP translocation imaging, LPI antagonism; higher % means a stronger effect | inhibition, % at 10 µM, or IC50 in µM where a hit was titrated;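 active means spots per cell inhibited over 60%, with over 100 cells counted and total cytoplasm intensity under 500,000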;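 further: U2OS cells stably carrying GPR55 and arrestin-GFP stimulated by 5 µM LPI near EC80; imaged beta-arrestin-GFP aggregate spots per cell after agonist stimulation; plate controls were LPI-stimulated DMSO wells for no effect and DMSO wells without LPI for full effect; some results filed as inactive read as strong as hits; confirmed hits need IC50 under 10 µM and bright autofluorescent wells are also inconclusive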
# RSV antiviral HEp-2 = RSV antiviral activity via CPE protection, HEp-2 cells, primary 10 µM value included (AID 2391); CPE inhibition, % at 10 µM; hits with a dose series show IC50 in µM; HEp-2 cells, RSV-induced CPE inhibition; higher % means a stronger effect; 310,000 compounds, 0.13% hits; in the data active means a potency from the dose series; further: strong numbers were not always called active
# PhoP inhibition = inhibitors of PhoP regulon expression, primary screen, Salmonella Typhimurium, GFP reporter (AID 1863). S. Typhimurium PhoP-regulated promoter GFP reporter, 4 h; higher % means a stronger effect. one-dose inhibition, % at 50 µM; IC50 in µM for titrated hits. 300,000 compounds, 0.16% hits;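 active means inhibition over 29.93%, a cutoff 3 SD above the screen mean, later confirmed by dose response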;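 further: 0% = low Mg2+ inducing control and 100% = high Mg2+ repressing control; strong numbers were not always called active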
# Dengue-2 NS5 capping = Dengue-2 NS5 methyltransferase inhibitors, primary screen, biochemical, confirmation dose response (AID 588689) | 340,000 compounds, 0.3% hits | Genome polyprotein (Dengue virus type 2 (strain 16681-PDK53)) | Dengue-2 NS5 methyltransferase capping enzyme assay, biochemical; higher % means a stronger effect | inhibition, % at 25 µM, or IC50 in µM where a hit was titrated; in the data active means a potency from the dose series
# Dengue-2 NS5 capping pilot replicate = further read-out of Dengue-2 NS5 capping, marked with its call; inhibition, %; measured here: pilot screen replicate inhibition
# * marks the source's active call; other numbers are inactive results; . = not tested or not shown; [ ] = another dose, or the depositor's remark.
SMILES,HIV peptide binding,SV40 large T antigen,MgcRacGAP inhibition,K1F lysis inhibition,GPR35 antagonists,GPR55 antagonists,RSV antiviral HEp-2,PhoP inhibition,Dengue-2 NS5 capping,others
COCCn1c(SCC(=O)NC2CCCC2)nc2c(c1=O)SCC2,-2.4%,4%,10%,1.6%[50 µM],0%,-9%,1.5%,-6%,8%,
CCOC(=O)C(=Cc1ccc(OCc2ccc([N+](=O)[O-])cc2)c(OC)c1)C(=O)OCC,2.3%,1%,12%,-0.5%,5%,12%,-3.8%,6%,-23%,
CCCCCn1c(=O)[nH]c2cc(C(=O)N3CCN(CC)CC3)ccc2c1=O,-2.1%,-5%,2%,0.2%,-1%,0%,0.7%,-5%,-5%,
Cc1ccc(C)c(NC(=O)COC(=O)c2cccc3c2C(=O)c2ccccc2C3=O)c1,0.1%,2%,6%,0.2%,-4%,-2%,1.4%,22%,7%,
CN1CCn2c1nc(N1CCCCC1)nc2=O,-1.6%,1%,4%,0.3%,0%,7%,1.0%,6%,1%,Dengue-2 NS5 capping pilot replicate=0.3
O=C(CCc1ccccc1)Nc1ccc(NC(=O)c2ccco2)cc1,0.6%,-1%,12%,0.2%,5%,-9%,0.1%,-13%,2%,
Nc1ccc(C(=O)N/N=C\C=C\c2ccc([N+](=O)[O-])cc2)cc1,-3.8%,11%,-7%,-0.2%,-3%,4%,0.2%,-2%,-14%,
COc1ccc(C(=O)NN=C2CCCC2)c(OC)c1,2.1%,23%,6%,-1.1%[50 µM],1%,3%,2.6%,-4%,-3%,
CCOC(=O)C(=O)/C(=C\N(C)C)c1onc(-c2ccccc2)c1C(=O)OC,-1.0%,8%,0%,0.4%,7%,-3%,0.8%,-13%,-5%,
CCNC(=O)c1cccc(NC(=O)CC2SC(N3CCCCC3)=NC2=O)c1 (centres undefined),.,11%,1%,1.6%[50 µM],.,.,-0.2%,-2%,-1%,
O=C(NCc1ccccc1)c1cccc(S(=O)(=O)NCc2ccccc2)c1,1.3%,16%,8%,0.3%[50 µM],-7%,-2%,2.4%,-20%,-7%,
CN(c1ccc(OCC(=O)NCCc2ccccc2)cc1)S(=O)(=O)c1ccc(Cl)cc1,.,23%,3%,0.8%[50 µM],.,.,3.2%,3%,6%,
Cc1cc(OC(=O)c2ccc(Cl)cc2Cl)nc(C)n1,1.3%,12%,8%,0.0%,-10%,14%,0.4%,0%,-7%,
COC(=O)Nc1ccc(S(=O)(=O)N2CCC(C(=O)N3CCC(C)CC3)CC2)cc1,1.8%,14%,2%,0.4%,10%,2%,2.7%,-1%,1%,
CN(Cc1ccccc1)C(=O)c1[nH]cnc1C(=O)N[C@@H](CCCCNC(=O)OC(C)(C)C)C(=O)OC(C)(C)C,-1.4%,4%,-1%,0.0%,52%,2%,-1.3%,5%,-7%,
CCCCc1nnc(NC(=O)CSc2nc(N)cc(=O)[nH]2)s1,1.1%,3%,3%,0.1%,-5%,-7%,1.8%,4%,-4%,
CCC1CCCCN1CCCNC(=O)CN1C(=O)CSc2ccc(S(=O)(=O)N3CCOCC3)cc21 (centres undefined),0.7%,27%,8%,0.0%,10%,1%,-0.6%,0%,4%,
CCn1c(SCC(=O)Nc2cccc(C)c2)nc2ccccc2c1=O,-0.7%,1%,6%,0.1%,-12%,-8%,49%,2%,-5%,
CCn1c(=O)n(CC(=O)N(C)Cc2ccccc2)c(=O)c2ccccc21,0.6%,-2%,-6%,0.1%,-6%,-4%,0.9%,7%,-3%,
COc1ccc(-c2n(CC(=O)OC3CC(C)CCC3C(C)C)c3ccccc3[n+]2C)cc1 (centres undefined),-1.2%,3%,6%,-0.4%,6%,8%,.,-4%,1%,

# The final four compounds of the section before lead into the next.
SMILES,HIV peptide binding,SV40 large T antigen,MgcRacGAP inhibition,K1F lysis inhibition,GPR35 antagonists,GPR55 antagonists,RSV antiviral HEp-2,PhoP inhibition,Dengue-2 NS5 capping,others
CCC1CCCCN1CCCNC(=O)CN1C(=O)CSc2ccc(S(=O)(=O)N3CCOCC3)cc21 (centres undefined),0.7%,27%,8%,0.0%,10%,1%,-0.6%,0%,4%,
CCn1c(SCC(=O)Nc2cccc(C)c2)nc2ccccc2c1=O,-0.7%,1%,6%,0.1%,-12%,-8%,49%,2%,-5%,
CCn1c(=O)n(CC(=O)N(C)Cc2ccccc2)c(=O)c2ccccc21,0.6%,-2%,-6%,0.1%,-6%,-4%,0.9%,7%,-3%,
COc1ccc(-c2n(CC(=O)OC3CC(C)CCC3C(C)C)c3ccccc3[n+]2C)cc1 (centres undefined),-1.2%,3%,6%,-0.4%,6%,8%,.,-4%,1%,
CCCNC(=O)C/C(C)=N/NC(=O)C(=O)Nc1ccccn1,-0.3%,9%,-7%,0.4%,-3%,6%,0.7%,3%,2%,
COc1ccc(C(=O)/C=C2/C(=O)Nc3ccccc32)c(OC)c1,0.5%,2%,25%,0.3%,9%,9%,-2.2%,10%,-29%,
CCOc1ccccc1NC(=O)c1cccc(NC2=NC3CS(=O)(=O)CC3S2)c1 (centres undefined),0.1%,-1%,4%,0.2%,-3%,-4%,-0.3%,.,-1%,
O=C(Nc1ccccc1)c1ccccc1OCC(O)CN1C(=O)c2ccccc2S1(=O)=O (centres undefined),0.6%,12%,4%,0.2%,12%,-1%,3.6%,4%,-5%,
C=CCN(c1ccccc1)S(=O)(=O)c1cccc(C(=O)NCC(c2cccs2)N2CCOCC2)c1 (centres undefined),.,7%,7%,0.1%[50 µM],.,.,12%,-8%,1%,
CCN1CCc2c(OCC(=O)Nc3cccc(C)c3)cccc2C1=O,0.6%,11%,9%,-0.3%,4%,1%,3.1%,8%,-8%,
COC(=O)c1sc2nc(CSc3ccc(Br)cc3)[nH]c(=O)c2c1C,8.6%,4%,4%,-0.3%,-2%,-4%,0.7%,-11%,-4%,
Cn1c(N2CCCCC2)cc(=O)n(C)c1=O,-0.2%,0%,7%,3.7%,-2%,4%,1.6%,1%,-3%,
Cn1c(SCC2CCCO2)nnc1-c1cccc([N+](=O)[O-])c1 (centres undefined),-1.1%,-24%,-31%,-1.9%,12%,2%,-0.3%,2%,0%,
COc1ccc(C)cc1NC(=O)c1cnc2scc(C)n2c1=O,0.5%,-8%,2%,0.3%,-8%,10%,.,6%,1%,
O=C(/C=C/c1ccc(N2CCCCC2)c([N+](=O)[O-])c1)c1ccc(O)cc1,-1.0%,7%,7%,0.5%,-2%,13%,-4.3%,-8%,12%,
Cc1c(C)c2ccc(OCC(=O)N3CCN(C(=O)C4COc5ccccc5O4)CC3)cc2oc1=O (centres undefined),-0.6%,8%,10%,0.4%,-21%,0%,3.8%,-4%,3%,
CC(=O)NC(C)(C)C1CC=C(C)/C(=N\O)C1 (centres undefined),-2.8%,3%,5%,0.5%,-10%,6%,1.5%,-9%,-5%,Dengue-2 NS5 capping pilot replicate=-5.1
CC(CC(F)(F)F)N1CCC(n2nccc2NC(=O)CCCc2ccccc2)CC1 (centres undefined),2.6%,9%,5%,1.7%[50 µM],-4%,4%,-0.5%,0%,-3%,
CC(Nc1ccc2ccccc2c1)C(=O)N/N=C/c1ccncc1 (centres undefined),.,.,4%,0.3%[50 µM],.,.,2.0%,.,8%,
CCc1cc(=O)oc2cc(OCC(=O)NCC3CCC(C(=O)O)CC3)ccc12 (centres undefined),-1.5%,6%,2%,0.8%,-6%,-1%,2.5%,-4%,-2%,
CC(=O)Nc1cccc(NC(=O)c2oc3ccccc3c2C)c1,-1.2%,13%,.,.,-2%,2%,-1.4%,4%,.,
C=CCn1c(-c2cccn(Cc3ccccc3)c2=O)n[nH]c1=S,-3.5%,4%,10%,0.2%,28%,14%,1.2%,-9%,-11%,Dengue-2 NS5 capping pilot replicate=-4.2
COC(=O)c1ccc(CS(=O)(=O)c2ccc(F)cc2)o1,3.1%,8%,9%,0.1%,-6%,-2%,-0.7%,4%,-7%,
O=C(Nc1cnc2ccccc2c1)C1COc2ccccc2O1 (centres undefined),-2.0%,6%,11%,-0.3%,-20%,10%,2.3%,3%,1%,
CSc1cccc(NC(=O)c2c(Cl)cnn2C)c1,0.0%,6%,6%,-0.2%,11%,-15%,3.3%,-4%,4%,
Cc1ccc(CNC(=O)N2CCN(S(=O)(=O)c3ccccc3)CC2)cc1,-0.2%,5%,4%,0.2%,-8%,0%,2.0%,-3%,-4%,
CCOC(=O)c1ccc(NC(=O)CSc2nnc(COc3ccccc3)n2C)cc1,-1.2%,3%,4%,0.7%,10%,8%,-2.8%,-8%,-1%,
O=C(C(=O)N1CCCCCC1)c1c[nH]c2ccccc12,0.0%,18%,-3%,-1.8%,-1%,-9%,-0.1%,-4%,.,
N#CCSc1nnc(-c2ccccc2O)n1Cc1ccccc1,1.2%,6%,0%,1.3%,-5%,-3%,4.9%,-5%,-2%,
CCn1c(SCC(=O)c2cc(C)n(C)c2C)nnc1-c1ccccc1,-3.4%,12%,9%,1.6%[50 µM],-1%,4%,4.5%,2%,-10%,
CCc1ccccc1NC(=O)Nc1c(C)n(C)n(-c2ccccc2)c1=O,1.4%,9%,6%,0.1%,3%,21%,1.2%,-2%,6%,
CN(Cc1ccco1)S(=O)(=O)c1cc(F)ccc1CN1C(=O)c2cccnc2C1=O,-1.0%,8%,9%,0.1%,2%,-5%,2.8%,-13%,1%,
NS(=O)(=O)c1ccc(NC(=O)c2cc(Cl)sc2Cl)cc1,2.5%,6%,-9%,-0.5%,-4%,6%,0.2%,1%,-2%,
COc1ccc(C(=O)Nc2ccccc2C(=O)Nc2ccc(C(=O)O)cc2)cc1,4.7%,6%,8%,0.7%,-11%,14%,0.3%,-2%,-2%,
O=C(NC(Cc1ccccc1)C(=O)O)c1ccc(S(=O)(=O)N2CCCC2)cc1 (centres undefined),0.1%,9%,-4%,-0.2%,-14%,-12%,0.8%,-3%,-6%,
O=C(O)c1ccc(S(=O)(=O)N2CCC(NC(=O)C3CCCCC3)CC2)cc1,2.4%,11%,5%,0.4%,2%,2%,0.9%,3%,-1%,
Nc1ccc(Br)cc1C(NCC(=O)O)c1ccccc1 (centres undefined),0.9%,10%,.,.,-12%,-1%,-0.7%,0%,.,
Cc1cccc(-n2c(C)nc3cc(C(=O)NCc4ccc5c(c4)OCO5)ccc32)c1,-3.5%,1%,6%,-0.3%[50 µM],-9%,-10%,12%,23%,-3%,

# Screening results deposited in PubChem BioAssay by several laboratories.
